LRH-1 inv ag: LRH-1 (NR5A2) inverse agonists, primary screen, cell-based, luminescence, HEK293T, StAR-luciferase reporter; inhibition, % at 3.6 µM; LRH-1 transfected, 24 h; Nuclear receptor subfamily 5 group A member 2 (Homo sapiens), O00482; actives 0.13% (n = 360,000);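 active means inhibition above the mean inhibition of all tested compounds plus 3 SD, cut at about 73% in these data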;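 further: 0% = DMSO wells and 100% = reporter-only cells lacking LRH-1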
NCOA3 inh: SRC3 coactivator transcriptional activity inhibitors, primary screen, cell-based, luminescence. Nuclear receptor coactivator 3 (Homo sapiens), Q9Y6Q9. HEK293 GAL4-SRC3 luciferase reporter. inhibition, % at 3.6 µM. actives 0.17% (n = 360,000);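 active means inhibition above a per-campaign cutoff, the mean of all compounds plus 3 SD, cut at about 60% in these data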;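 further: 0% = DMSO-treated cells and 100% = gossypol-treated cells at 36 µM; higher means less SRC3-driven luciferase light from the GAL4 reporter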
C8 TRAIL sens: viability loss with TRAIL in NB7+C8 cells, primary screen, TRAIL sensitizer project, cell-based, ATPlite luminescence; inhibition (viability loss, TRAIL sensitization), % at 10 µM; actives 1% (n = 360,000); AID 624354, 2012;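 active means compounds causing at least 50% loss of cell viability in the single-dose screen, relative to plate controls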
SRC1 inh: SRC1 coactivator transcriptional activity inhibitors, primary screen, cell-based, luminescence. Nuclear receptor coactivator 1 (Homo sapiens), Q15788. HEK293 GAL4-SRC1 luciferase reporter. inhibition, % at 3.6 µM. actives 0.12% (n = 360,000);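 active means inhibition above the campaign mean plus 3 SD, with each screening campaign given its own cutoff, cut at about 60% in these data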;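 further: 0% = DMSO treated cells and 100% = gossypol at 36 µM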
NOD2-RIPK2 inh: NOD2-RIPK2 binding disruptors in cells, primary screen, fluorescence, CHO cells, BLA complementation. Receptor-interacting serine/threonine-protein kinase 2 (Homo sapiens), O43353. AID 624267, 2012. inhibition, % at 4.98 µM. actives 0.38% (n = 360,000). CCF4 ratio; in the data active means inhibition above about 21%;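 further: 0% = vehicle only and 100% = reference blocker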
Vif inh: HIV Vif self-association inhibitors, primary screen, imaging, HEK293T, single point. actives 0.35% (n = 340,000). AID 602346, 2012. inhibition, % at 7.49 µM. HEK293T cells, Vif self-association by quenched fluorescence, 24 h; in the data active means inhibition above about 50%, passing the limit was not always enough; further: some results filed as inactive read as strong as hits
COUP-TFII inh: NR2F2 transcriptional activity inhibitors, primary screen, cell-based, luciferase reporter, HEK293T, luminescence; AID 686940, 2013; actives 0.7% (n = 370,000); inhibition, % at 8.6 µM; HEK293T NGFI-A luciferase reporter; COUP transcription factor 2 (Homo sapiens), P24468;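 active means inhibition above a per-plate cutoff, mean inhibition of test wells between control levels plus 3 SD, cut at about 38% in these data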;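 further: cells cotransfected with COUP-TFII expression vector driving the NGFI-A reporter; 0% = median of COUP-TF2 test wells and 100% = reporter-only cells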
TROY signal inh: inhibitors of TROY-driven NF-kB signaling, primary screen, Q293 LMP1-TROYcd cells, NF-kB luciferase, uHTS. actives 0.98% (n = 360,000). Q293 LMP1-TROYcd NF-kB luciferase reporter, 4 h. inhibition, % at 10 µM. AID 1347056, 2019;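 active means compounds whose plate-normalised and pattern-corrected inhibition of the luciferase reporter signal at the single screening dose is 50% or more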
NCOA2 inhibitor: inhibition of GAL4-SRC2 driven luciferase reporter, primary screen, SRC2 inhibitor project, cell-based, luminescence | Nuclear receptor coactivator 2 (Homo sapiens), Q15596 | HEK293 GAL4-SRC2 luciferase reporter | inhibition, % at 9 µM | actives 0.17% (n = 370,000);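 active means inhibition above the mean inhibition of all tested compounds plus 3 SD, set per campaign, cut at about 52% in these data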;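 further: 0% = DMSO treated cells and 100% = cells given Gossypol at 36 µM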
TLR9-MyD88 inh: inhibitors of TLR9-MyD88 association in cells, primary screen, cell-based, CHO, BLA complementation, fluorescence; Toll-like receptor 9 (Homo sapiens) + Myeloid differentiation primary response protein …; CCF4 FRET ratio; inhibition, % at 4.98 µM; actives 0.21% (n = 340,000); AID 504734, 2011;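 active means inhibition above the mean over all tested compounds plus 3 SD, cut at about 21% in these data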;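 further: 0% = DMSO only wells and 100% = clavulanate BLA inhibitor control wells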
EBV LMP1 NFkB: EBV LMP1-driven NF-kappaB luciferase reporter inhibitors, primary screen, cell-based, luminescence, single point | LMP1-induced NF-kappaB luciferase reporter cells | inhibition, % at 12.5 µM | actives 0.69% (n = 350,000); in the data active means inhibition above about 41%;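 further: 0% = neutral control wells and 100% = reference inhibitor control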
The depositor's hits bear a star; . = not tested or not shown. An excerpt (hit frequency here may not be typical).

SMILES	LRH-1 inv ag	NCOA3 inh	C8 TRAIL sens	SRC1 inh	NOD2-RIPK2 inh	Vif inh	COUP-TFII inh	TROY signal inh	NCOA2 inhibitor	TLR9-MyD88 inh	EBV LMP1 NFkB
Cc1cc(C)c(C(=O)CSC2=NC(N)=C(C#N)C3(CCCCC3)C2C(N)=O)cc1C (stereo not drawn)	-9	-33	-12	-32	0	9	24	32	-10	2	-15
O=C(C1=C[C@@H](c2ccc(C(F)(F)F)cc2)C[C@@H](OCc2ccc(CO)cc2)O1)N1CCN(Cc2ccc3c(c2)OCO3)CC1	7	1	13	5	2	6	15	-2	3	-9	1
CCCc1cc(C(=O)Nc2sc3c(c2C#N)CCC3)no1	-26	-3	11	-1	0	13	-12	-28	9	-6	-5
Cc1cnc2c(C(=O)O)cnn2c1	-6	25	17	5	6	-3	20	-22	7	-1	-5
Cc1cc(C)c(S(=O)(=O)NCCOc2ccccc2)c(C)c1-n1cnnn1	-3	18	2	16	-2	5	6	-3	11	-9	-19
Cc1noc(C)c1C(=O)OCC(=O)c1cc(C)n(Cc2ccccc2Cl)c1C	-56	-44	-2	-58	-4	-23	6	4	-30	-2	-24
CCN(CC)CCCN(Cc1cc2cc3c(cc2[nH]c1=O)OCO3)C(=S)Nc1ccc(OC)cc1	6	10	-6	6	-4	7	-9	-7	-20	7	-2
O=C1CCNc2cc3ccccc3cc21	23	3	12	8	-1	0	.	-30	.	2	8
Cc1ccc(NC(=S)NN2CCN(C)CC2)c(C)c1	-2	11	5	8	-1	0	-4	12	13	-2	10
CCOc1ccccc1C(=O)N[C@H](C(=O)OCc1cc(=O)oc2cc(C)ccc12)C(C)C	-4	11	17	10	-35	-8	12	-48	4	-11	8
Cc1cc(C)cc(NS(=O)(=O)c2ccc(F)cc2)c1	15	3	-16	11	2	1	-13	-7	18	-7	3
COc1ccccc1CNC(=O)COC(=O)/C=C/c1ccc2c(c1)OCO2	0	4	13	-14	2	6	1	-41	6	-8	0

The results go on:
SMILES	LRH-1 inv ag	NCOA3 inh	C8 TRAIL sens	SRC1 inh	NOD2-RIPK2 inh	Vif inh	COUP-TFII inh	TROY signal inh	NCOA2 inhibitor	TLR9-MyD88 inh	EBV LMP1 NFkB
c1ccc2c(N3CCCCC3)nc(N3CCOCC3)nc2c1	-8	27	-1	4	-4	5	0	16	6	-6	13
CCOc1ccc(NC(=O)CSc2nnc(C(C)C)n2CC)cc1	42	-10	-11	0	-4	10	8	-1	3	2	-5
CC(C)(C)NC(=O)CCN(/N=C/c1ccccc1O)C1=NS(=O)(=O)c2ccccc21	8	-4	3	4	-4	-10	-2	14	-27	4	0
COc1ccc(NC2CCCN(C(=O)c3cc(C)nc4cc(F)ccc34)C2)cc1 (stereo not drawn)	6	5	15	-9	-2	5	-1	0	-1	-5	2
CCN(CC)S(=O)(=O)c1cc(C(=O)OCC(=O)Nc2cccc(Br)c2)ccc1F	-17	-3	-4	-4	0	0	-5	28	13	-2	-2
O=C(NCCO)C(=O)c1c(-c2ccc(Cl)cc2)cc2ccccn12	-17	14	1	-7	5	5	-22	1	14	7	-1
Cc1cccc(NC(=S)NC(=O)c2ccc(Br)o2)c1	-29	-44	0	-38	-2	-4	-16	-67	-55	10	-16
CCCCOc1cccc(OCCCC)c1C(=O)Nc1cc(C)on1	13	16	-7	-4	8	-5	-5	-4	3	9	-2
CN(C)NC(=S)NC(=O)C12CC3CC(CC(C3)C1)C2	10	4	-3	2	-6	-2	-5	1	4	-5	3
COc1cc(CN2C(=O)C(Cc3ccccc3)ON=C2c2ncccc2C)cc(OC)c1 (stereo not drawn)	-12	6	-5	-3	10	-4	-8	4	-21	.	.
O=C(CSc1nnc(Cc2cc(=O)[nH]c(=O)[nH]2)n1-c1ccc(F)cc1)NC1CCCC1	-16	-1	-7	13	-5	3	6	9	5	-4	-13
Cc1cc(NC(=O)CSc2ccc3nnc(-c4cccs4)n3n2)no1	-18	-14	0	3	-2	-1	9	20	-27	-10	8

Continuation:
SMILES	LRH-1 inv ag	NCOA3 inh	C8 TRAIL sens	SRC1 inh	NOD2-RIPK2 inh	Vif inh	COUP-TFII inh	TROY signal inh	NCOA2 inhibitor	TLR9-MyD88 inh	EBV LMP1 NFkB
O=C1CCCN1CN(C(=O)c1ccc2c(c1)OCO2)c1ccc(F)cc1	6	-3	6	-13	-7	24	3	12	24	-3	8
CC(=O)Nc1ccc(CNc2nc(NC(C)C)nc3ccsc23)cc1	25	-28	-3	0	0	0	-31	-10	-11	.	.
O=C1c2ccccc2C(=O)N1CCc1nn[nH]n1	-2	8	-9	10	-4	5	-5	14	-16	-16	4
CC(C)NC(=O)CC1C(=O)N(Cc2ccccc2)C(C)c2nc3ccccc3n21 (stereo not drawn)	8	4	5	2	-10	12	-2	10	10	-3	-12
CN(C)CCCNc1c2c(nc3cc(-c4cccc(F)c4)nn13)CCC2	7	4	12	1	0	3	-14	-68	-23	1	5
C=CCc1ccc(OCCOc2ccc(/C=N/n3cnnc3)cc2OCC)c(OC)c1	19	18	6	-4	5	-7	12	-14	-16	8	-3
COc1ccc(/C=N/n2c(C)cc(C)cc2=O)cc1	1	10	-3	5	-5	29	7	8	-10	-4	-6
CCOC(=O)C1=C(C)N(CCCC(=O)O)C(=O)NC1C(CC)CC (stereo not drawn)	16	-5	-6	0	5	.	-10	-4	-26	-11	3
CC(C)C[C@H](NC(=O)[C@@H]1Cc2ccccc2CN1C(=O)OC(C)(C)C)C(=O)NCC1CCC(C(=O)O)CC1 (stereo partly drawn)	9	-2	6	6	-3	7	-4	3	-8	6	1
COc1cc(-c2nnc(SCC(=O)NC3CCS(=O)(=O)C3)o2)cc(OC)c1OC (stereo not drawn)	2	-3	6	4	-5	5	-7	3	-8	-4	-5
CCCc1c(C)nc2scc(-c3ccc(Cl)cc3)n2c1=O	16	-4	-7	-75	-2	-2	6	10	15	1	-5
Cc1ccc2nsnc2c1S(=O)(=O)N1CCCC1	-5	2	-9	8	0	7	3	25	-15	-15	7

The listing continues:
SMILES	LRH-1 inv ag	NCOA3 inh	C8 TRAIL sens	SRC1 inh	NOD2-RIPK2 inh	Vif inh	COUP-TFII inh	TROY signal inh	NCOA2 inhibitor	TLR9-MyD88 inh	EBV LMP1 NFkB
COc1ccc(C2CC(c3ccc(Cl)cc3Cl)n3nc(N)nc3N2)cc1 (stereo not drawn)	-14	-2	-25	-10	-10	6	5	-10	15	10	0
CC(=O)N1CCc2cc(Br)cc(S(=O)(=O)NCCCN3CCC(C)CC3)c21	10	-18	11	13	10	11	2	5	-12	-11	0
CCOC(=O)N1CCN(C(=O)/C(=C/c2ccc(F)cc2)NC(=O)c2ccccc2)CC1	-8	-28	9	10	-2	-3	13	4	1	3	2
COc1ccc(C)cc1NC(=O)C(c1ccccc1)N1CCN(CC(=O)N2CCCC2)CC1 (stereo not drawn)	-4	-11	7	-2	-8	1	18	0	5	-4	5
Cc1ccc(CNC(=O)/C=C/[C@H]2O[C@@H](n3cc(C)c(=O)[nH]c3=O)C[C@@H]2O)o1	19	20	-27	8	-6	1	1	17	-7	.	.
COc1ccccc1N(CC(=O)NCC1CCCO1)C(=O)Cn1nnc(-c2cccs2)n1 (stereo not drawn)	-11	11	1	-23	8	-4	-31	0	2	2	-6
O=C1C2CC=C(Cl)CC2C(=O)N1CCC[n+]1ccccc1 (stereo not drawn)	3	14	-4	1	1	26	-17	14	-15	1	0
COC(=O)c1c(C)oc(C)c1S(=O)(=O)N1CCCC1	-21	28	2	-29	12	-9	6	9	-6	-5	2
CCc1noc(C)c1C(=O)NNC(=O)c1ccccc1F	11	-39	-13	-4	-6	21	-2	-41	-15	2	-8
CC1(C)Cc2cccc(OCC(=O)Nc3cc(C(F)(F)F)ccc3N3CCOCC3)c2O1	15	10	10	9	-7	.	19	2	8	10	1
O=C(CSc1ccccc1C(=O)O)c1ccc(Cl)cc1	-42	-43	-1	-44	-9	-12	-10	-16	-29	-10	-16
CCCn1c(N)c(N(CCOC)C(=O)CSCC(=O)Nc2ccc(OC)cc2)c(=O)[nH]c1=O	14	-9	4	-7	-3	-5	0	-5	-13	-7	-4

(listing goes on)
SMILES	LRH-1 inv ag	NCOA3 inh	C8 TRAIL sens	SRC1 inh	NOD2-RIPK2 inh	Vif inh	COUP-TFII inh	TROY signal inh	NCOA2 inhibitor	TLR9-MyD88 inh	EBV LMP1 NFkB
COc1ccc(C(C)=O)cc1COC(=O)c1ccc(S(=O)(=O)N2CCOCC2)cc1	12	2	-2	-7	-6	3	6	29	-5	7	6
CC(C)Oc1cccc(C(=O)C2CCCN(C(=O)c3cc(C4CC4)[nH]n3)C2)c1 (stereo not drawn)	3	-21	4	4	-8	-10	-1	-1	-5	2	-9
Cc1nc(C)c(C(=O)N/N=C/c2ccco2)s1	-4	16	-10	-8	-7	9	-8	7	4	-9	2
COc1ccc(NC(NC(=O)c2cccnc2)C(Cl)(Cl)Cl)cc1 (stereo not drawn)	-3	10	-3	3	-5	1	6	-17	-38	.	.
CCNc1nc(NCC)n2c(SCC(=O)Nc3ccccc3OC(F)F)nnc2n1	5	-14	4	10	-4	13	-2	5	-10	-4	-2

Screens deposited in PubChem BioAssay by several laboratories.
